Screens (PubChem)
PGK inhibitor = blocks T. brucei phosphoglycerate kinase. Potency, µM (highest dose often 57.5 µM), inactives show at the top dose activity change, negative = inhibition, usual class: inhibitors. hit rate 0.043% among 380,000. P07378. PGK/GAPDH coupled, Kinase-Glo luminescence, 60 min. AID 602233; note: potency is the fitted concentration of half-maximal effect; % is set by controls: 0 for no effect and ±100 for the full control effect; nearly all actives have a fitted effect of over 60% in size
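Recombinant glycosomal PGK reaction used 1,3-bisphosphoglycerate generated in-well by GAPDH (100nM final) in 100mM TEA pH 7.6, 5mM MgCl2, 0.01% Tween-20. After 60 minutes at room temperature, ATP was read by Kinase-Glo Plus luminescence end-point.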
GLS inhibitor = inhibitors of human glutaminase (GLS). O94925. GLS enzymatic activity, qHTS titration. Potency, µM (titrated, usually from 45.5 µM), without a hit: top-dose activity change, negative = inhibition, usual class: inhibitors. hit rate 0.21% among 410,000. AID 624170; note: potency is the fitted concentration of half-maximal effect; % is set by controls: 0 for no effect and ±100 for the full control effect
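Compounds were pin-transferred onto hKGA, after which L-glutamine (1 mM solution) and a detection mix of glutamate oxidase, HRP and Amplex Red were added. Initial and 30 min RT fluorescence reads were collected.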
G9a block = blocks human histone lysine methyltransferase G9a. Q96KQ7. G9a H3K9 monomethylation, AlphaScreen, 2 h. Potency, µM (series often up to 102 µM), for inactives: top-dose activity, negative = inhibition, most hits filed as inhibitors. hit rate 8.8% among 350,000. AID 504332; note: potency is the fitted concentration of half-maximal effect; % is set by controls: 0 for no effect and ±100 for the full control effect; nearly all actives have a fitted effect of over 75% in size
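Chemiluminescent proximity detection of H3K9 monomethylation, read after 10 min bead incubation in the dark. Reaction: 20 nM G9a, 500 nM biotin-H3K9 peptide, 20 uM SAM cofactor, 2 h, room temperature, following 15 min enzyme-compound preincubation.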
JMJD2A Tudor inh = JMJD2A Tudor domain (human) inhibition; O75164; AlphaScreen JMJD2A-Tudor / H3K4me3 peptide binding; Potency, µM (titrated, usually from 114 µM), for the others: at the top dose activity change, negative = inhibition, usual class: inhibitors; hit rate 4.4% among 390,000; note: potency is the fitted concentration of half-maximal effect; % is set by controls: 0 for no effect and ±100 for the full control effect; nearly all actives have a fitted effect of over 50% in size
Target sequence (O75164 whole entry, looked up, the tested form may be a part): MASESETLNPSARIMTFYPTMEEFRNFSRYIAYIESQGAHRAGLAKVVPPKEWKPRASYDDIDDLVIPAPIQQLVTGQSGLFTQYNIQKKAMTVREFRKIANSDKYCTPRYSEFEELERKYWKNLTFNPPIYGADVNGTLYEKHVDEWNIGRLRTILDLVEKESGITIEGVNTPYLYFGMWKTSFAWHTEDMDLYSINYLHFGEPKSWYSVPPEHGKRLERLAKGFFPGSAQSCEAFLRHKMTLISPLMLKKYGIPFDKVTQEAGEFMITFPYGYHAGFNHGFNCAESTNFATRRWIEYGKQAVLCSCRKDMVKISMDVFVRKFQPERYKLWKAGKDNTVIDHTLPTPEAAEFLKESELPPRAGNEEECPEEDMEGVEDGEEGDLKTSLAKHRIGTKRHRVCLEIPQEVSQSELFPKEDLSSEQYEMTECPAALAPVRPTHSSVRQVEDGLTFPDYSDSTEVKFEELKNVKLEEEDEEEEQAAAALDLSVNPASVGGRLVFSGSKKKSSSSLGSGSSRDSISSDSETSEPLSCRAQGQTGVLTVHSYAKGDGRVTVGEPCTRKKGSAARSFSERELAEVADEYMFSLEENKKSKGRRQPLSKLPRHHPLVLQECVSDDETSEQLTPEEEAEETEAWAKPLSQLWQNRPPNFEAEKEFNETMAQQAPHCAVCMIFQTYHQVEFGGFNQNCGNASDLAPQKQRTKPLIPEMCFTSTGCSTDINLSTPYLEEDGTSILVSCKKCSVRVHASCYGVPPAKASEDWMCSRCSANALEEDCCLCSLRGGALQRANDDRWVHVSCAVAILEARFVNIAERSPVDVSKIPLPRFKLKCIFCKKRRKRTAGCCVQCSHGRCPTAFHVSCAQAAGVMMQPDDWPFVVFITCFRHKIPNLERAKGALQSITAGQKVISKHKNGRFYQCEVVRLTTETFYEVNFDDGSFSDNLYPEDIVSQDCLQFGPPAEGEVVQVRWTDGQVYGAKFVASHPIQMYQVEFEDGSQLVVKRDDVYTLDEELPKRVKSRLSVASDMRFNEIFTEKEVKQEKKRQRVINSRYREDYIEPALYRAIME
PI4K2A block = inhibitors of human PI4K2A | Q9BTU6 | purified PI4K2A, ADP-Glo luminescence, 1 h; hits give low values | activity change, negative = inhibition, % at 76.9 µM | hit rate 0.13% among 420,000; in the data active = activity change below about -50%; inconclusive = mostly about -30% to -49%;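 note: -100% = wells without enzyme as full effect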
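PI4K2A activity was measured by ADP-Glo luminescence: enzyme (4 ug/mL stock) and phosphatidylinositol (1.2 mM stock) in Tris pH 7.5/MgCl2/EGTA/Triton X-100 buffer were reacted with ATP (300 microM stock) for one hour at ambient temperature.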
BAZ2B block = blocks human BAZ2B; hit rate 4.4% among 360,000; AlphaScreen BAZ2B-H3K14Ac peptide displacement; Potency, µM (doses to about 114 µM), without a hit: top-dose activity change, negative = inhibition, usual class: inhibitors; AID 504333; note: potency is the fitted concentration of half-maximal effect; % is set by controls: 0 for no effect and ±100 for the full control effect; nearly all actives have a fitted effect of over 60% in size
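AlphaScreen displacement: compounds (up to 110uM) incubated 30 min at room temperature with a preformed 50 nM BAZ2B/50 nM biotinylated H3K14Ac peptide complex in PBS pH 7.4 with Tween-20. Donor and acceptor beads at 10 ug/mL final added, 20 min light-protected before reading.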
POLH inh = blocks human DNA polymerase eta activity; hit rate 1.2% among 390,000; recombinant Pol eta, fluorescent DNA replication assay; Potency, µM (top dose mostly 114 µM), for inactives: top-dose activity change, negative = inhibition, actives largely listed as inhibitors; Q9Y253; note: potency is the fitted concentration of half-maximal effect; % is set by controls: 0 for no effect and ±100 for the full control effect
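Pol eta at 10 nM preincubated with compounds 15 min at room temperature; reaction started with fluorescent substrate (50 nM final) and read kinetically at 0 and 10 min.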
Pin1 inh = inhibitors of human Pin1 | Q13526 | Pin1 FP peptide displacement, HiFluor488, 10 min | Potency, µM (highest dose often 115 µM), for inactives: at the highest dose activity, negative = inhibition, usual class: inhibitors | hit rate 0.009% among 390,000; active = well fitted inhibition curve with a large enough effect in the polarisation, with a control signal flat, not every such curve was filed as active; inconclusive = small, poorly fitted or top-dose-only effect, or effect the other way, or a change in a side signal; inactive = no such curve, though single readings can be large or run the other way; the % refers to the polarisation; note: potency is the fitted concentration of half-maximal effect; % is set by controls: 0 for no effect and ±100 for the full control effect
HP1b chromo inh = inhibitors of HP1-beta chromodomain binding to methylated histone tails; AlphaScreen HP1-beta / biotin-H3K9me3 peptide binding; Potency, µM (series often up to 114 µM), inactives show at the top dose activity change, negative = inhibition, hits mostly inhibitors; hit rate 0.56% among 390,000; note: potency is the fitted concentration of half-maximal effect; nearly all actives have a fitted effect of over 70% in size; inactives centre near 23
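AlphaScreen: HP1-beta (50 nM) preformed 30 min with biotin-H3(1-18)K9me3 peptide (50 nM) in PBS pH 7.4, 0.01% Tween-20. Compound added for 30 min at RT, then streptavidin donor/nickel chelate acceptor beads (10 ug/mL) for 30 min.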
* hit, by the source's call; i = inactive; ? = inconclusive; . = not tested or not shown; & = joins results of further samples; [ ] = another dose, or the depositor's remark. Unless noted, calls come from the whole dose curve; as a rule, active = well fitted curve in the direction sought with a large enough effect; inconclusive = small, poorly fitted or top-dose-only effect, or another doubt; inactive = no such curve, though single readings can be large; an effect the other way counts as inactive or inconclusive.

The first 7 records, to show the layout:
SMILES | PGK inhibitor | GLS inhibitor | G9a block | JMJD2A Tudor inh | PI4K2A block | BAZ2B block | POLH inh | Pin1 inh | HP1b chromo inh
COc1ccc(N2CCN(C(=O)c3sc4ncn(CC(=O)N5CCCCC5C)c(=O)c4c3C)CC2)cc1 (stereo not given) | 0% | 14% | . | -22% | -3 | -13% | -3% | -1% | 37%
Cc1ccc(C2=NS(=O)(=O)N(C)C(C(=O)NCc3ccc4c(c3)OCO4)=C2)cc1 | -2% | -6% | ? | -36% | 2 | -34% | ? | 1% | 7%
Cc1cc(C)n(-c2nc3ccccc3nc2N2CCCC2)n1 | -8% | 4% | 63%[activator][59 µM] | 41%[activator] | 0 | 30% | -11% | 0% | 68%[activator]
CCCC(C(=O)NC1CCCC1)N(C(=O)Cn1nnc(-c2ccc(C)o2)n1)c1ccccc1F (stereo not given) | -4% | -4% | -12% | -26% | -2 | -19% | -5% | 7% | 4%
COCCNc1nc(-c2ccccc2)nc2c1oc1ccccc12 | -2% | 19% | . | -8% | 2 | 2% | -21% | 0% | 40%
CCCNC(=O)c1cccc(COCC(F)(F)C(F)F)c1 | . | 3% | 21%[59 µM] | 1% | 1 | -4% | -1% | -5% | 13%
C=CCCC(=O)Nc1nc(C)c(-c2csc(Nc3cc(Cl)ccc3OC)n2)s1 | -3% | -6% | ? | ? | 2 | ? | -11% | 25% | 3%

Main list (from the top)
SMILES | PGK inhibitor | GLS inhibitor | G9a block | JMJD2A Tudor inh | PI4K2A block | BAZ2B block | POLH inh | Pin1 inh | HP1b chromo inh
COc1ccc(N2CCN(C(=O)c3sc4ncn(CC(=O)N5CCCCC5C)c(=O)c4c3C)CC2)cc1 (stereo not given) | 0% | 14% | . | -22% | -3 | -13% | -3% | -1% | 37%
Cc1ccc(C2=NS(=O)(=O)N(C)C(C(=O)NCc3ccc4c(c3)OCO4)=C2)cc1 | -2% | -6% | ? | -36% | 2 | -34% | ? | 1% | 7%
Cc1cc(C)n(-c2nc3ccccc3nc2N2CCCC2)n1 | -8% | 4% | 63%[activator][59 µM] | 41%[activator] | 0 | 30% | -11% | 0% | 68%[activator]
CCCC(C(=O)NC1CCCC1)N(C(=O)Cn1nnc(-c2ccc(C)o2)n1)c1ccccc1F (stereo not given) | -4% | -4% | -12% | -26% | -2 | -19% | -5% | 7% | 4%
COCCNc1nc(-c2ccccc2)nc2c1oc1ccccc12 | -2% | 19% | . | -8% | 2 | 2% | -21% | 0% | 40%
CCCNC(=O)c1cccc(COCC(F)(F)C(F)F)c1 | . | 3% | 21%[59 µM] | 1% | 1 | -4% | -1% | -5% | 13%
C=CCCC(=O)Nc1nc(C)c(-c2csc(Nc3cc(Cl)ccc3OC)n2)s1 | -3% | -6% | ? | ? | 2 | ? | -11% | 25% | 3%
CCN(c1ccccc1)S(=O)(=O)c1nnc(NC(=O)c2ccco2)s1 | -6% | 5%&0% | ? | -15%&-20% | 0&-2 | -8%&-16% | -2%&0% | 1%&-3% | 16%&7%
CCC(C(=O)NC1CCCC1)n1c(SCc2cccc(C)c2)nc2ccncc21 (stereo not given) | 3% | 7% | -16% | -25% | -1 | -1% | -14% | -2% | 34%
CC(C)OC(=O)c1cccnc1SCC(=O)Nc1ccc(C(F)(F)F)cc1Cl | -3% | -8% | 9%[59 µM] | -11% | 1 | 9% | -7% | 3% | 27%
Cc1c(C#N)sc2nc(-c3ccccc3)nc(N3CCCC3)c12 | 2% | 0% | 66%[activator][59 µM] | 35% | 4 | 95%[activator] | -19% | 10% | 142%[activator]
COC(=O)c1ccc(C2NC(=O)NC(C)=C2C(=O)N(C)C)cc1 (stereo not given) | i | -8% | -37%[12.7 µM] | -12% | -1 | 4% | -11% | ? | 21%
Cc1cc(/C=C\c2ccc3cc(N(C)C)ccc3[n+]2C)c(C)n1-c1ccccc1 | -17% | 10% | 13µM* | 50µM* | -23 | 13µM* | ? | ? | ?
O=C(CSc1n[nH]c(=O)n1C1CC1)Nc1ccc(OC(F)(F)F)cc1 | 7% | -1% | . | -4% | -2 | . | -8% | 2% | 22%
COc1cc(C(=C(CC(=O)O)C(=O)O)c2ccc3c(c2)OCO3)cc(OC)c1OC | 1% | 13% | . | -3% | 5 | . | -12% | -14% | 23%
CCCOc1ccc(/C=N/Nc2cccc([N+](=O)[O-])c2)c(O)c1 | 7% | -28% | ? | -10% | -8 | 11% | -21% | -1% | 18%
CNS(=O)(=O)c1ccc(NC(=O)c2ccccn2)cc1 | 0% | 8% | 11%[59 µM] | 13µM* | -6 | 7% | -12% | -4% | -4%
CCOc1ccccc1NC(=O)Cc1coc2ccc(C)cc12 | i | -4% | 31%[12.7 µM] | 54%[activator] | -1 | 16% | -10% | 3% | 98%[activator]
Cc1cccc(CCNS(=O)(=O)c2ccc(S(=O)(=O)N3CCC(C)CC3)cc2)c1 | -1% | -2% | . | -5% | 0 | . | 1% | 1% | 22%
O=C(CCCOc1ccc(Br)cc1)Nc1nnc(C2CC2)s1 | -6% | -3% | -3%[2.33 µM] | -6% | 6 | -6% | 3% | 1% | 30%
CCn1cc(C(=O)NCc2ccccc2)c(=O)c2cc(S(=O)(=O)N3CCc4ccccc4C3)ccc21 | -12% | -11% | -31%[59 µM] | -16% | 2 | . | -15% | ? | -3%
c1ccc(-c2csc3ncnc(NCC4COc5ccccc5O4)c23)cc1 (stereo not given) | -2% | 8% | 11%[59 µM] | 8%[57.1 µM] | -2 | 7% | ? | 16% | 43%[activator]
O=C(CSc1nnc(NC2CC2)s1)c1ccc[nH]1 | -9% | 2% | . | -14% | -18 | . | -13% | 2% | 18%
Cc1c(Cl)c(-c2n[nH]c(=S)n2-c2ccc(F)cc2)nn1C | 15% | 14% | ? | 45µM* | -4 | -5% | -2% | -1% | 27%
Nn1cnc2scc(-c3ccco3)c2c1=O | -9% | -7% | 10%[59 µM] | -10% | 0 | -3% | -10% | 1% | 16%

Next section:
SMILES | PGK inhibitor | GLS inhibitor | G9a block | JMJD2A Tudor inh | PI4K2A block | BAZ2B block | POLH inh | Pin1 inh | HP1b chromo inh
COc1ccc2oc(C(=O)Nc3nc(C)cs3)c(C)c2c1 | -8% | -2% | -7%[12.7 µM] | -20% | 1 | 7% | -3% | 27% | 23%
CC(C)c1nc(CNC(=O)CC2C(=O)NCCN2Cc2cccc(F)c2F)cs1 (stereo not given) | -5% | -3% | ? | -16% | -1 | -18% | -25% | ? | 35%
CCc1nnc(NS(=O)(=O)c2ccc(NC(=S)NC(=O)/C=C/c3cccs3)cc2)s1 | -3% | 7% | 45µM* | -33% | 3 | 50µM* | ? | ? | 2%
COc1cccc(NC(=O)C(OC(=O)c2ccccc2NS(=O)(=O)c2cccs2)c2ccccc2)c1 (stereo not given) | -10% | 1% | ? | -14% | 0 | -2% | -10% | 34%[activator] | 25%
O=C(N/N=C\c1ccc(Oc2ccccc2)cc1)c1csnn1 | 0% | -3% | 0.89µM* | -17% | -4 | 0% | -9% | -2% | 42%[activator]
COC(=O)c1c(NC(=O)c2ccc(C)cc2)csc1C | 10% | 9% | . | 97%[activator] | -1 | 42%[activator] | -24% | -3% | 111%[activator]
Cc1cccc(-c2c3c(=O)n(C)c(=O)n(C)c3c3cnc4ccccc4n23)c1 | i | 4% | 1%[59 µM] | 1% | 2 | 3% | -14% | -3% | 51%[activator]
CCOC(=O)c1cc2c(=O)n3ccccc3nc2n(CC(C)C)c1=NC(=O)c1c(-c2c(F)cccc2Cl)noc1C | 2% | -14%&-11% | 16%[59 µM] | 10%&-1% | 2&1 | 21%&-21% | -23% | 13%&1% | 36%&52%[activator]
Cc1ccc(S(=O)(=O)N2CCC(=O)N(CCOCc3ccccc3)CC2)cc1 | i | -4% | ? | -2% | 8 | -23% | -8% | 1% | 31%
O=C1C(c2ccc(F)cc2)N(CCc2ccc(Cl)cc2)C(=O)CN1C1CCCCCC1 (stereo not given) | -1% | 4% | ? | -3% | -12 | 4% | -12% | 1% | 40%[activator]
O=C(CSc1nn(-c2ccccc2)c(=S)s1)NC(=O)NCc1ccco1 | -6% | 2% | 14µM* | -28% | -11 | ? | 1% | 32%[activator] | 8%
O=C(COC(=O)c1ccc(F)cc1F)Nc1cc(S(=O)(=O)N2CCOCC2)ccc1Cl | -3% | -3% | 0% | -11% | -2 | 14% | -4% | -13% | -3%
O=C(COc1ccccc1Br)c1ccc2c(c1)OCO2 | 0% | 2% | 46%[activator] | 50%[activator] | 3 | 48%[activator] | -10% | -2% | 68%[activator]
O=C(CC1SC(=Nc2ccccc2)N(CCc2c[nH]c3ccccc23)C1=O)Nc1ccccc1F (stereo not given) | 4% | 3% | ? | ? | 0 | ? | -9% | ? | -10%
C=CC[C@@H](CC(=O)N(CCO)Cc1ccccc1)C(=O)N[C@@H](C)COC(=O)[C@@H](CC=C)CC(=O)OC(C)(C)C | i | 1% | . | -14% | -2 | . | -9% | -3% | 109%[activator]
NC(=O)[C@H]1CC2(CC(c3cccc(NC(=O)COc4ccc(Cl)cc4)c3)=NO2)CN1C(=O)CC(c1ccccc1)c1ccccc1 (stereo not given in full) | -2% | -4% | 11%[12.7 µM] | ? | 2 | -39% | -12% | 28% | -4%
CCCCn1nc(NC(=O)CCC)c2cc3cc(OC)ccc3nc21 | -6% | -11% | 114%[activator] | 4% | 3 | 37%[activator] | -20% | 13% | 85%[activator]

An excerpt. The share of hits here may be higher or lower than overall.
